AmpC det inh – Promiscuous and Specific Inhibitors of AmpC Beta-Lactamase (assay with detergent); AID 584, 2007; P00811; purified AmpC, nitrocefin hydrolysis with detergent; hit rate 0.09% among 71,000; Potency, µM (titrated, usually from 28.7 µM), for inactives: top-dose activity change, negative = inhibition; active = well fitted curve in the direction sought with a large enough effect
Target sequence (P00811 whole entry, looked up): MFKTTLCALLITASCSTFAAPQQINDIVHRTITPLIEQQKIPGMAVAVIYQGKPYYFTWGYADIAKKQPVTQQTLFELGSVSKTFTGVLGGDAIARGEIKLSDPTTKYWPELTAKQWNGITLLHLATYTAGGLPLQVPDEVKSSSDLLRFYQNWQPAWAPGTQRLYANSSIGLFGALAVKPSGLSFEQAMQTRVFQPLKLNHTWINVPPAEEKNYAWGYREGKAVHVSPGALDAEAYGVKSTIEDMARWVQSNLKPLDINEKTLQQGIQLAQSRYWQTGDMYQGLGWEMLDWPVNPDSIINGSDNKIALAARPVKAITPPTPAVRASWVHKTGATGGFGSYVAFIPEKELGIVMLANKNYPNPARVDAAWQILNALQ
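E. coli AmpC (5.3 nM) in 20 mM phosphate pH 7.0 with 0.01% Triton X-100, preincubated 15 min RT with compound; nitrocefin (2 uL of 800 uM stock) hydrolysis followed by 480 nm absorbance every 20 s over 4 min.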
An asterisk follows results filed as active; & = joins results of further samples; [ ] = another dose, or the depositor's remark. % is scaled to controls: 0 for no effect and ±100 for the full control effect; potency is read from the fitted curve at half-maximal effect. A portion of the library; count on the stated rates, not on these rows.

The opening three records, ahead of the listing:
SMILES | AmpC det inh
CCN1C(=O)C(CC(=O)NCc2ccc(Cl)cc2)N(CC)C1=O (stereo unspecified) | -3%
Cc1oc(-c2ccc(Cl)cc2)[n+]([O-])c1C | -6%
O=C(NCC(c1cccnc1)N1CCN(c2ccccc2F)CC1)c1cccc(Cl)c1 (stereo unspecified) | 5%

All compounds of this part (from the top)
SMILES | AmpC det inh
CCN1C(=O)C(CC(=O)NCc2ccc(Cl)cc2)N(CC)C1=O (stereo unspecified) | -3%
Cc1oc(-c2ccc(Cl)cc2)[n+]([O-])c1C | -6%
O=C(NCC(c1cccnc1)N1CCN(c2ccccc2F)CC1)c1cccc(Cl)c1 (stereo unspecified) | 5%
CC1CCN(C(=O)C2CCN(C(=O)c3cc4sccc4n3Cc3ccc(F)cc3)CC2)CC1 | 0%
CCN(CC)CCCNC(=O)Cn1ncc2c(=O)oc3ccc(C)cc3c21 | 4%
O=C(c1cc2c(=O)oc3ccccc3c2s1)N1CCOCC1 | -3%
O=S(=O)(O)c1ccc2cc(N=Nc3cc(S(=O)(=O)O)c4cccnc4c3O)ccc2c1 | -2%[5.75 µM]
O=S1(=O)CCC(NCC2CCCO2)C1 (stereo unspecified) | 13%
COc1cccc(C2C(C(N)=O)=C(C)Nc3nc(CCCO)nn32)c1OC (stereo unspecified) | 10%
O=C(c1ccccc1)N1CCCOC1c1ccccc1 (stereo unspecified) | -3%
O=C(CC1OC(=O)c2ccccc21)NC1CCCCC1 (stereo unspecified) | 1%
CCOc1cc(-c2noc(-c3ccncc3)n2)cc(Br)c1OC | -1%
COc1ccc(NC(C)=O)cc1NC(=O)CSc1nnc(-c2ccncc2)n1C | -1%
Cc1ccc(C2(O)CC(C)N(C)CC2C)cc1 (stereo unspecified) | 12%
CC1(C)[C@@H](O)CC[C@@]2(C)[C@H]1CC[C@]1(C)[C@H]2C(=O)C=C2[C@@H]3C[C@@](C)(C(=O)O)CC[C@]3(C)CC[C@@]21C | -5%
Cn1nnnc1SCC(=O)N1CCc2ccccc2C1 | 0%
Cc1nnc(SCc2ccc(Cl)cc2Cl)[nH]c1=O | 7%
Cc1ccc(-c2cc(C(=O)NCc3cccnc3)no2)cc1 | 0%
COc1ccc(C2C(C(=O)NCCN3CCOCC3)c3ccccc3C(=O)N2C2CCCCC2)cc1 (stereo unspecified) | 0%
O=c1cc(CO)oc(C(Nc2ccccn2)c2ccc(C(F)(F)F)cc2)c1O (stereo unspecified) | -3%
COCCCNC(=O)CN(C1CCCCC1)S(=O)(=O)c1ccc(C)cc1 | 1%
CC1(C)COCN1S(=O)(=O)c1ccc(C(=O)Nc2nnc(-c3ccc(Cl)s3)o2)cc1 | -4%
O=S(=O)(NC1CCCCC1NCc1ccco1)c1ccccc1 (stereo unspecified) | 1%
CCn1cc(Br)c(C(=O)Nc2ccc(OC)cc2)n1 | -2%
CC1=C2[C@H](/C=C(\C)C(=O)O)CC[C@@H](C)[C@H]2CC1 | 9%

Further entries follow.
SMILES | AmpC det inh
CCc1nnc(NC(=O)c2ccc(S(=O)(=O)NCC(C)C)cc2)s1 | 8%
Cc1ccc(-n2c(SCc3cc(=O)n4ccsc4n3)nnc2-c2cccnc2)c(C)c1 | 1%
CC(C)N=C=NC(C)C | 7%
CN1CCCN(C(=O)Cc2c(Cl)cccc2Cl)c2nc3ccccc3nc21 | 11%
CC12CCCCC1(O)[N+](=O)C1=C(CCCC1)N2[O-] (stereo unspecified) | -1%
CC(C)NC(=O)CSc1nnc2sc3ccccc3n12 | -2%
CCOc1ccccc1C(=O)NCC(=O)OCC(=O)N1C(C)CCCC1C (stereo unspecified) | -1%
Cn1cc(-c2nc3cnc(N4CCNCC4)nc3n(-c3ccccc3)c2=O)c2ccccc21 | -1%
O=C(CN1CC=C(c2ccccc2)CC1)NC(=O)NCc1ccco1 | 0%
O=C(Nc1nnc(C2CCCC2)s1)C1CCN(S(=O)(=O)c2ccc(Cl)cc2)CC1 | 11%
CC(C)(C)C1CCc2c(sc(N)c2C(N)=O)C1 (stereo unspecified) | 1%
CC(=O)OCCNC(=O)Cn1cnc2c1c(=O)n(C)c(=O)n2C | -2%
Cc1ccc2oc(-c3ccccc3C(=O)O)cc(=O)c2c1 | -6%
COCCNC(=O)c1cc(-c2ccccc2OC)on1 | 5%
CCOc1ccc2nc(NC(=O)CN3CCC(n4nnc5cc(F)ccc54)CC3)sc2c1 | -5%
CC(C)C(=O)Nc1cccc(C(=O)NCc2ccc3c(c2)OCO3)c1 | 1%
O=C(CCn1cnc2ccccc2c1=O)Nc1ccc(S(=O)(=O)N2CCCC2)cc1 | -5%
CC(C(=O)NCC1CCCO1)N(C(=O)c1snc(C(N)=O)c1N)c1ccccc1 (stereo unspecified) | 1%
CCNc1nc(Oc2ccc(C(=O)OC)cc2)nc(N(C)C)n1 | -3%
OCCNc1nc2ccccc2n1-c1ccccc1 | -1%
O=C1CC(c2ccc(F)cc2)Cc2nc(N3CCOCC3)ncc21 (stereo unspecified) | -5%
CCOC(=O)CSc1nnnn1-c1cccc2ccccc12 | -1%
CCc1c(O)nc(SCC(=O)Nc2ccc(OC)cc2)n(C2CCCCC2)c1=O | 10%
O=C(CCCOc1ccccc1)Nc1nccs1 | -5%
COc1ccc(C(c2nnnn2Cc2cccs2)N2CCN(c3ccccc3F)CC2)cc1OC (stereo unspecified) | 0%

Later entries
SMILES | AmpC det inh
Cn1ncc2c(NCCc3ccccc3)nc(Cl)nc21 | 3%[5.75 µM]
Cn1nnnc1SCC(=O)Nc1ccc(Oc2ccc(Cl)cc2)cc1 | -3%
CCOC(=O)c1ccccc1NC(=O)CSc1nc2c(c(=O)n(C)c(=O)n2C)n1C | 0%
COc1ccc(C(=O)Nc2cc(OC)ccc2OC)cc1 | 11%
Cn1c(=O)c2c(nc(SCCCC#N)n2Cc2c(F)cccc2Cl)n(C)c1=O | 11%
Cc1ccnc(NC(=O)C23CC4CC(CC(C4)C2)C3)c1 | -6%
Cc1cccc(NC(=O)CSc2nnc(-c3ccc(S(=O)(=O)N4CCCC4)cc3)o2)c1 | 2%
O=c1[nH]cnc2nc3n(c12)CCCCC3 | 2%
CCCn1c(-c2ccc(OC)cc2)nc2ccccc21 | 0%
CCCN1C2=NCCN2c2ccccc21 | 22%
CCOC(=O)c1cnc2c(-c3ccccc3)cnn2c1N | 0%
CCOC(=O)c1cnc2ccc(Br)cc2c1NCC(C)O (stereo unspecified) | 11%
O=c1c2ccccc2nc(SCc2nnc(-c3ccccc3Br)o2)n1Cc1ccco1 | -2%
O=C(NCCN1CCOCC1)c1ccc2c(c1)N(Cc1ccccc1)C(=O)CS2 | -5%
CCN(CC)S(=O)(=O)c1cc(-c2nnc(-c3ccc(Br)cc3)o2)ccc1Cl | 14%
Cc1cc(C)c2c(=O)[nH]c(SCC(=O)Nc3ccccc3)nc2n1 | -3%
COc1ncc2nc(-c3cn(C)c4ccccc34)c(=O)n(CCC#N)c2n1 | 0%
O=C(CCCn1c(=O)[nH]c2cc(Cl)ccc2c1=O)NCC1CCCO1 (stereo unspecified) | -3%
O=S(=O)(c1cccc(S(=O)(=O)N2CCCC2)c1)c1cccc(S(=O)(=O)N2CCCC2)c1 | -4%
COCCn1c(Cc2ccccc2)nnc1SCC(=O)NC(C)C | 14%
Cc1cc(N2CCN(c3ccccc3F)CC2)nc2cc(O)ccc12 | -4%
C[N+]1(C)CCC(OC(=O)C(c2ccccc2)c2ccccc2)CC1 | -3%&2%
CCOC(=O)c1[nH]c(=O)c2ccccc2c1O | -5%
Cc1ccc(NC(=O)c2cc(S(=O)(=O)N3CCOCC3)ccc2F)c(C)c1 | -5%
CCOC(=O)c1cnn2c(N)c(C#N)nnc12 | -4%

Pulled by structure from the entries so far (three):
SMILES | AmpC det inh
CCCN1C2=NCCN2c2ccccc21 | 22%
COc1ccc(C(=O)Nc2cc(OC)ccc2OC)cc1 | 11%
Cn1ncc2c(NCCc3ccccc3)nc(Cl)nc21 | 3%[5.75 µM]

(continued)
SMILES | AmpC det inh
COc1ccc(Cl)cc1NC(=O)CSc1nnc(COc2ccccc2)n1C | -6%
COc1ccccc1NC(=O)C1=C(C)Nc2nnnn2C1c1cccc(C)c1 (stereo unspecified) | 4%
O=C(NCCN1CCOCC1)c1nn2c(c1Cl)NC(c1ccccc1)CC2C(F)(F)F (stereo unspecified) | 0%
CC(=O)c1cc(C(=O)Nc2ccccc2C(=O)O)oc1C | 13%
O=C(Nc1ccc2c(c1)OCCO2)c1ccc(S(=O)(=O)N2CCCCC2)cc1 | -6%
Cc1noc(C)c1COC(=O)CCc1nc2ccccc2c(=O)[nH]1 | 3%
Cc1c(NC(=O)CSc2nc3ccccc3[nH]2)c(=O)n(-c2ccccc2)n1C | 7%
Cc1nc(NC(=O)c2oc3ccccc3c2C)sc1C(=O)N(C)C | -3%
CC(C)(C)OC(=O)NCCc1nnc(SCC(N)=O)o1 | -5%
CCN(CC)C(=O)CSc1nc2ccccc2c(=O)n1CCC(=O)NCc1ccc(F)cc1 | 1%
Cn1c(=O)c2c(nc(-n3ccnc3)n2C)n(C)c1=O | -3%
CCS(=O)(=O)Nc1ccc(C(=O)OC)cc1 | -2%
Cc1ccc(-c2cc(-c3cccc(F)c3)n[nH]2)c(O)c1 | -4%
CCOc1ccc2nc(NCCNC(=O)C3CC3)c(C)cc2c1 | 2%
O=C1C2C3C=CC(CO)(O3)C2C(=O)N1c1ccc(-c2ccccc2)cc1 (stereo unspecified) | -1%
COC(=O)c1cc(C(=O)OC)cc(N2C(=O)CN=C2Nc2nc(C)cc(C)n2)c1 | -4%
C=CCSc1nnc(NC(=O)c2ccc(S(=O)(=O)NCC3CCCO3)cc2)s1 (stereo unspecified) | -6%
COc1ccccc1-c1nccc(NCc2cccc(C)c2)n1 | 8%
O=C(Cc1c(C(=O)O)[nH]c2ccccc12)Nc1ccc2c(c1)OCO2 | -2%
Cc1cc2c(c(N)n1)c(=O)oc1ccccc12 | -2%
COCCCNC(=O)c1ccc(N(C)S(=O)(=O)c2ccc(OC)cc2)cc1 | -4%
O=C(c1ccc(NS(=O)(=O)c2ccccc2)cc1)N1CCCC1 | -3%
CC(=O)c1cccc(NC(=O)CCOc2ccccc2)c1 | 6%
COc1ccc(N/C=C2\CCOC2=O)cc1 | -5%
Cn1cnnc1SCC(=O)NCc1cccc(C(F)(F)F)c1 | -1%

Single values from the results shown.
CC1CCN(C(=O)C2CCN(C(=O)c3cc4sccc4n3Cc3ccc(F)cc3)CC2)CC1 – AmpC det inh = 0%
O=C(Cc1c(C(=O)O)[nH]c2ccccc12)Nc1ccc2c(c1)OCO2 – AmpC det inh = -2%
COc1ccc(N/C=C2\CCOC2=O)cc1 – AmpC det inh = -5%
CCOc1cc(-c2noc(-c3ccncc3)n2)cc(Br)c1OC – AmpC det inh = -1%
CC(=O)OCCNC(=O)Cn1cnc2c1c(=O)n(C)c(=O)n2C – AmpC det inh = -2%
Cn1cc(-c2nc3cnc(N4CCNCC4)nc3n(-c3ccccc3)c2=O)c2ccccc21 – AmpC det inh = -1%
CCCn1c(-c2ccc(OC)cc2)nc2ccccc21 – AmpC det inh = 0%

A different layout for some results above:
molecule	AmpC det inh
CCS(=O)(=O)Nc1ccc(C(=O)OC)cc1	-2%
CCOc1ccc2nc(NCCNC(=O)C3CC3)c(C)cc2c1	2%
COCCCNC(=O)c1ccc(N(C)S(=O)(=O)c2ccc(OC)cc2)cc1	-4%
Cn1cnnc1SCC(=O)NCc1cccc(C(F)(F)F)c1	-1%
Cc1ccc(-c2cc(-c3cccc(F)c3)n[nH]2)c(O)c1	-4%

Next entries follow:
SMILES | AmpC det inh
CSc1nc2c(c(=O)[nH]1)C(c1ccncc1)C(C(=O)OC(C)C)=C(C)N2 (stereo unspecified) | -1%
CC(C)NC(=O)C1CC(=O)N(c2ccc(F)c(Cl)c2)C1 (stereo unspecified) | 1%
O=C1CCCC/C1=C\Nc1ccc(O)cc1 | -6%
CCOC(=O)c1cnc(Nc2nc3ccccc3o2)nc1CSc1ncccn1 | 0%
CCCn1c2c(c(O)c(C(=O)Nc3ccc(C)cn3)c1=O)CCCC2 | -1%
Cc1cc(C)n2nc(SCC3COc4ccccc4O3)nc2n1 (stereo unspecified) | 33%
O=C(NC1CCCCCC1)C1CCCN(S(=O)(=O)c2cnc[nH]2)C1 (stereo unspecified) | 6%
O=C(NCc1ccc2c(c1)OCO2)C1CCC(CNS(=O)(=O)c2ccccc2)CC1 (stereo unspecified) | -2%
CC(NC(=O)c1ccc(F)cc1)C(c1cccs1)N1CCN(C)CC1 (stereo unspecified) | 13%
CN(Cc1ccco1)c1nc(-c2ccc3c(c2)OCO3)nc2ccccc12 | 10%
CCCc1cc2c(=O)c(-c3ccccn3)coc2cc1OC | -4%
COCCN1C(=O)C(O)=C(C(=O)c2ccco2)C1c1cccc(Oc2ccccc2)c1 (stereo unspecified) | 0%
CC1CCN(CCNC(=O)c2ccc(NC(=O)C3CCCO3)cc2)CC1 (stereo unspecified) | -2%
COc1ccc(OC)c(C(=O)COC(=O)c2ccccc2O)c1 | -2%
O=C(CSc1nc2ccccc2o1)NC(=O)NCc1ccco1 | 11%
CNC(=O)OC(C)CNS(=O)(=O)c1ccc(C)cc1 (stereo unspecified) | 3%
O=C(CN1CCC(C(=O)c2ccc3c(c2)OCCO3)CC1)NC1CCCC1 | 7%
COc1ccc(-c2nnc(SCCC(=O)O)n2C)cc1OC | -4%
c1ccc(CSc2nnnn2-c2cccc3ccccc23)nc1 | -5%
C=CCN(CC=C)C(=O)CN1C(=O)c2ccccc2C1=O | 1%
CCCCn1nnnc1NCc1ccc(OC)c(OC)c1 | -2%
O=C(O)CCc1ccc(-c2cccs2)o1 | 0%
CC[C@@H]1CC(=O)N(SC[C@H](N)C(=O)O)C1=O | -3%[5.75 µM]
O=C(Nc1ccc(Cl)cn1)Nc1cccs1 | 2%
O=C(CSc1nc(-c2ccc(F)cc2)cc(C(F)(F)F)n1)NCCN1CCOCC1 | -2%
CCNc1ncc2nc(-c3cn(C)c4ccccc34)c(=O)n(Cc3cccs3)c2n1 | -5%
